DRD3 antagonist: qHTS of D3 Dopamine Receptor Antagonist: qHTS | max response, negative = inhibition, % | AID 652054, 2013 | D3R cells, DiscoveRx beta-arrestin luminescence, antagonist mode; stronger effect = lower value | 2.5% of 360,000 active | D(3) dopamine receptor (Homo sapiens), P35462; in the data active = max response below about -50%; inconclusive = no clear call, values can overlap the other calls; note: % is set by controls: 0 for no effect and ±100 for the full control effect; mostly tested at two doses, the higher about 12 µM
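Cells expressing the human receptor were seeded at 1500 cells/well, incubated overnight at 37 degrees C in 5% CO2, then exposed to library compounds with dopamine controls for 90 minutes at 37 degrees C before luminescent detection.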
WRN helicase inh: qHTS for Inhibitors of WRN Helicase; WRN helicase unwinding, fluorescent forked duplex, kinetic; Potency, µM (series often up to 114 µM), for the others: top-dose activity change, negative = inhibition, hits mostly inhibitors; 0.46% of 360,000 active; note: potency is the fitted concentration of half-maximal effect; % is set by controls: 0 for no effect and ±100 for the full control effect; nearly all actives have a fitted effect of over 55% in size
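Kinetic fluorescence helicase assay: unwinding of a quenched forked DNA duplex (100 nM final) with 2 mM ATP final raises red fluorescence (525/598 nm). Compounds sat 15 min at room temperature with 20 nM WRN beforehand.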
PI5P4Ka inh: qHTS for Inhibitors of phosphatidylinositol 5-phosphate 4-kinase (PI5P4K) | PI5P4Kalpha enzyme, ADP-Glo luminescence, 60 min; stronger effect = lower value | max response, % | Phosphatidylinositol 5-phosphate 4-kinase type-2 alpha (Homo sapiens), P48426 | 1.2% of 330,000 active; active = max response of -50% or lower; inconclusive = between -30% and -50%; inactive = -30% or higher; note: value at the top dose of about 77 µM; % is set by controls: 0 for no effect and ±100 for the full control effect
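qHTS, 1536-well: enzyme/substrate mix, compound by pin tool, 5 microM ATP final; RT 60 min; ADP-Glo reagents 1 (45 min) then 2 (30 min); luminescence.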
PLK1 PBD block: qHTS for Inhibitors of PLK1-PDB (polo-like kinase 1 - polo-box domain): Primary Screen | Serine/threonine-protein kinase PLK1 (Homo sapiens), P53350 | Plk1 PBD binding of FITC phosphopeptide, fluorescence polarization | Potency, µM, for inactives: max response, negative = inhibition, most hits filed as inhibitors | 2.8% of 360,000 active; note: potency is the fitted concentration of half-maximal effect; series mostly up to about 57 µM; % is set by controls: 0 for no effect and ±100 for the full control effect; nearly all actives have a fitted effect of over 65% in size
Target sequence (P53350 whole entry, looked up, the tested form may be a part): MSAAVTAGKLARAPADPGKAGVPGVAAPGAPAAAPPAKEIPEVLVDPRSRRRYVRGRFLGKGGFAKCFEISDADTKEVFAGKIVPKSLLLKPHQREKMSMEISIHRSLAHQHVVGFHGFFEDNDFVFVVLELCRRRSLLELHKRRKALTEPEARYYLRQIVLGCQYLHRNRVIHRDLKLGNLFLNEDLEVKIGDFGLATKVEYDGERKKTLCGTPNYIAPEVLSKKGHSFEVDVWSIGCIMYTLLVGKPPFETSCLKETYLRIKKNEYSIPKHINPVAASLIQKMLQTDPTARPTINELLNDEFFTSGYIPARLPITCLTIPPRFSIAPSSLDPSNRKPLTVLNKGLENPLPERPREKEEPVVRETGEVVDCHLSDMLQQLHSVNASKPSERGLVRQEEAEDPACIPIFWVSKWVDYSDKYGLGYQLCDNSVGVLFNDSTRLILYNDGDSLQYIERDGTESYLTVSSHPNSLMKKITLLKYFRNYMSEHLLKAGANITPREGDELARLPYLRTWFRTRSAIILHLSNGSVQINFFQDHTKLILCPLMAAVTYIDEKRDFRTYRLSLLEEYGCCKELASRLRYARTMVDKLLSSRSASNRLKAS
DRD3 agonist: qHTS of D3 Dopamine Receptor Agonist: qHTS; D(3) dopamine receptor (Homo sapiens), P35462; D3R DiscoveRx beta-arrestin cells, luminescence, 90 min; max activation, %; 0.58% of 410,000 active; AID 652048, 2013; in the data active = max activation above about 30%; note: 0% is about no effect; mostly tested at two doses, the higher about 12 µM
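Agonist mode: compounds and dopamine controls were applied to plated cells for 90 min at 37 degrees C after an overnight attachment at 1500 cells/well. Luminescent read-out followed 30 - 60 minutes at room temperature with DiscoveRx detection reagent.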
IL2 activator: qHTS of IL-2 Activators; IL-2 activation reporter assay, cell-based qHTS; stimulated with anti-CD3/CD4/CD28 beads; in transgenic mouse T cells; activation, % (series mostly up to about 46 µM); 0.065% of 360,000 active; in the data active = activation above about 50%; inconclusive = mostly about 30% to 49%; note: 0% is about no effect
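Readout: EGFP and DsRed signals by fluorescent plate cytometry. Unstimulated transgenic mouse T cells received compound 60 min before antibody-bead stimulation, then incubated 18 h at 37 degrees C.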
GLP1R ag: qHTS of GLP-1 Receptor Agonists; Glucagon-like peptide 1 receptor (Homo sapiens), P43220; HEK293 GLP-1R CRE-luciferase, luminescence, 4-6 h; cells express a hypersensitive GLP-1R form; Potency, µM (titrated, usually from 45.6 µM), inactives show at the top dose activation, usual class: activators; 0.007% of 380,000 active; AID 624172, 2012; note: potency is the fitted concentration of half-maximal effect; % of control where 0% means no effect
Target sequence (P43220 whole entry, looked up): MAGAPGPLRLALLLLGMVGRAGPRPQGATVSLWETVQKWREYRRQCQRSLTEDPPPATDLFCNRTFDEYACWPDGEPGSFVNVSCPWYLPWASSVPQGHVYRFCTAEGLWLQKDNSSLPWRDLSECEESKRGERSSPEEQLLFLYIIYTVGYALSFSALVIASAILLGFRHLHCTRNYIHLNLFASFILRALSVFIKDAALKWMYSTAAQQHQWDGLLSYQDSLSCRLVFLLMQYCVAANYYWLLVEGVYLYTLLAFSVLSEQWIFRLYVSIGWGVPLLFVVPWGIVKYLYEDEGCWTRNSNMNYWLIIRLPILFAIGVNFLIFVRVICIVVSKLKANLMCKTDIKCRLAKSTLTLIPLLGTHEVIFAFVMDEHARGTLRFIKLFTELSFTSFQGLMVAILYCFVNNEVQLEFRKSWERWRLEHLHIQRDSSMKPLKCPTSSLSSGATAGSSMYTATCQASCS
GLP1R inv ag: qHTS of GLP-1 Receptor Inverse Agonists (Inhibition Mode); Glucagon-like peptide 1 receptor (Homo sapiens), P43220; HEK293 GLP-1R CRE-luciferase, luminescence, 24 h; GLP-1R form is constitutively active; Potency, µM (series often up to 38.3 µM), for the others: at the highest dose activity change, negative = inhibition, hits mostly inhibitors; 1.6% of 410,000 active; AID 624417, 2012; note: potency is the fitted concentration of half-maximal effect; % is set by controls: 0 for no effect and ±100 for the full control effect; nearly all actives have a fitted effect of over 55% in size
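Assay principle: reduced luminescence from a cAMP-responsive reporter in HEK293 cells co-expressing a constitutively active GLP-1R. Conditions: 24 hr compound incubation, 37 deg C, 5% CO2.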
GLP1R cytotox: qHTS of GLP-1 Receptor Inverse Agonists: Cytotox Screen; Potency, µM (highest dose often 38.3 µM), for inactives: top-dose activity change, negative = inhibition, most hits filed as inhibitors; AID 624418, 2012; HEK293 cAMP-luciferase reporter cells, luminescence, 24 h; 0.13% of 410,000 active;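 note: loss of luciferase light is scored as toxicity; potency is the fitted concentration of half-maximal effect; % is set by controls: 0 for no effect and ±100 for the full control effect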
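Quantitative HTS format, 1536 wells, 200 cells/uL seeded. Compounds: 23 nL, 24 h, 37 °C. Detection: luciferase reagent, luminescence at 12 min RT; decreased signal taken as cytotoxic.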
The depositor's hits bear a star; ? = inconclusive; / = no result given; & = joins results of further samples; [ ] = remark or other dose. Unless noted, calls come from the whole dose curve; as a rule, active = well fitted curve in the direction sought with a large enough effect; inconclusive = small, poorly fitted or top-dose-only effect, or another doubt; inactive = no such curve, though single readings can be large; an effect the other way counts as inactive or inconclusive.

SMILES	DRD3 antagonist	WRN helicase inh	PI5P4Ka inh	PLK1 PBD block	DRD3 agonist	IL2 activator	GLP1R ag	GLP1R inv ag	GLP1R cytotox
Cc1nc2c(nc1C)C(=O)c1ccccc1C2=O	5	-9%	0	-2%	0	-1.7	-7%	?	-28%
Fc1ccc(N/N=C2/CC(c3ccccc3)Oc3ccccc32)c(F)c1 (centres undefined)	9	-5%	3	-8%	3	-0.8	-2%	?	-3%
C[C@H](NC(=O)[C@@H]1CCCN1C(=O)[C@@H]1CCCN1C(=O)c1cccc2ccccc12)c1ccccc1	5	-4%	1	3%	2	0.3	3%	2%	-18%
N/C(=N\OC(=O)c1cc(Cl)ccc1Cl)c1ccccn1	3	1%	-2	-13%	-2	-2.6	-4%	?	-14%
CCc1nn(-c2ccccc2)c(N)c1C#N	6	-3%	0	-9%	-6	1.4	7%	8%	-4%
CC(/C=N/NC(=O)c1ccccc1F)c1ccccc1 (centres undefined)	10	-8%	0	5%	0	-2.9	1%	19%	-25%
COc1ccccc1C(=O)N1CCN=C1c1ccccc1	-9	-10%	/	2%	34*	-1.9	5%	-1%	1%
Cc1ccc(S(=O)(=O)N2CCN(C(=O)CN3CCCCC3)C2)cc1	-12	-7%	0	-8%	0	-1.7	8%	-13%	19%
COCc1c(C(=O)N/N=C/c2c[nH]c3ccccc23)nnn1-c1nonc1N	1	-11%	2	5%	4	-0.7	0%	?	-3%
Cc1cc(C(C)(C)C)c(O)c(C(C)(C)C)c1	26	3%	0	?	-15&24	-0.5	-5%&14%	5%	1%
COC(=O)c1cc2oc3ccccc3c2n1Cc1ccccn1	58	-7%	-2	-1%	6	-0.2	13%	4.5µM*	-15%
COc1ccc(OC)c(NC(=O)C2CCCCC2)c1	9	-11%	-3	2%	-3	3.4	11%	-26%	2%
O=C(Cn1cnc2ccccc21)N1CCN(S(=O)(=O)c2ccccc2)CC1	0	11%	5	-7%	15	-5.3	-2%	-8%	20%
CCOC(=O)[C@H]1[C@H]2COc3cc(OC)ccc3[C@@H]2N2C(=O)c3cc(F)c(F)cc3NC(=O)[C@@]12C	0	-4%	-1	-3%	15	-1.6	-3%	-29%	8%
CCOc1ccccc1N1CC(C(=O)N(CC)CC(=O)Nc2ccc3c(c2)OCCO3)CC1=O (centres undefined)	1	-3%	5	-5%	-5	-3.3	3%	12%	3%
Cn1nnnc1SCC(=O)Nc1nc2c(F)c(F)c(F)cc2s1	-5	4%	1	-2%	3	1.2	5%	18%	2%
CC(=O)Nc1ccc(NC(=O)CCCN2C(=O)c3ccccc3C2=O)cc1	8	-2%	1	2%	2	0.4	-11%	2%[0.307 µM]	15%[0.307 µM]
CCOC(=O)c1c(NC(=O)c2cccs2)sc(C(=O)N(C)C)c1C	11	-2%	-5	24µM*	5	-0.4	20%	104%[activator]	-19%
CCOC(=O)CC1C(=O)NC2CCCCC2N1C(=O)Nc1ccc(Cl)cc1 (centres undefined)	?	-24%	9	-9%	-9	-3.3	-28%	6%	-19%
CCOC(=O)C(c1ccccc1)N1CCN(c2ccc(OC)cc2)CC1 (centres undefined)	33	-6%	8	-10%	3	-0.7	-4%	?	-9%
CCCc1nc2cc3c(cc2[nH]1)n(C)c(=O)n3C	4	-1%	2	2%	12	4.3	-1%	85%[activator]	-1%
S=c1[nH]nc(CCc2ccccc2)n1-c1ccc(Cl)cc1	-18	-5%	-10	?	3	-0.9	20%	?	?
O=C(CCCCCN1C(=O)c2ccccc2C1=O)Nc1ccc2c(c1)OCCO2	-4	2%	-11	-29%	0	1.1	6%	6%	1%
NC(=O)c1ccc(NC(=O)COC(=O)/C=C/c2cccs2)cc1	-9	3%	0	-6%	2	0.4	1%	8%[7.66 µM]	-1%[7.66 µM]
Cc1cc(OCC(=O)NNC(=O)c2ccncc2)cc(C)c1Cl	6	0%	7	-4%	3	-0.6	-1%	5%	3%
Nc1cc(C(=O)OCC(=O)NNC(=O)c2ccccc2)ccc1Cl	?	-12%	-3	-2%	1	1.2	-16%	-22%	-14%
COc1cc(/C=C/C(=O)OCC(=O)N(C)C2CCS(=O)(=O)C2)ccc1OC(F)F (centres undefined)	-9	-33%	8	-6%	2	-2.5	2%	22%	11%
NNC(=O)c1cc2cc(Oc3ccccc3)ccc2[nH]1	7	-22%	-1	-26%	3	-0.3	-8%	6%	6%
CN(C)c1ncnc2c1ncn2CCn1cnc2c(N(C)C)ncnc21	-15	5%	4	-11%	0	-0.9	2%	9%	8%
CN(C)c1cc(N/N=C\c2ccccc2)nc(N(C)C)n1	-17	19%	6	-4%	-6	-0.5	-6%	?	?
O=C(CN1CCCN(Cc2ccc(F)cc2)S1(=O)=O)NC1CCCC1	-10	7%	-5	-10%	-3	-1.9	7%	8%	-2%
Cc1ccccc1Cn1c2ccccc2c2cnn(CC(=O)N3CCN(c4ccccc4)CC3)c(=O)c21	8	2%	1	-4%	4	-1.9	4%	?	1%
CCn1c(C)cc(/C=C2\NC(=O)N(CC(=O)Nc3ccc(F)cc3)C2=O)c1C	8	-3%	6	0%	2	-0.6	7%	35%	7%
CN(CC(=O)Nc1ccccc1C(F)(F)F)C(=O)c1cc2c(s1)CCCCC2	0	1%	3	-11%	2	3.9	22%	?	-10%
CCCCCCCCNC(=O)c1cccnc1SCC(=O)Nc1ccc(OC)cc1OC	0	3%	-4	-9%	-7	-2.2	6%	?	-2%
CCOCCCNC(=O)c1ccc2c(c1)N(CC)C(=O)c1ccccc1S2=O (centres undefined)	12	5%	0	2%	-13	-1.5	-1%	17%	-6%
CN1C(=O)C2(SCC(=O)N2c2ccc(F)cc2)c2ccccc21 (centres undefined)	/	/	/	/	1	/	2%	-14%	7%
COCCCNC(=O)[C@H](Cc1ccccc1)NC(=O)CC[C@H]1O[C@@H](n2ccc(=O)[nH]c2=O)[C@H](O)[C@@H]1O	-56*	2%	3	-3%	-9	0.3	5%	6%	-3%
Cn1cc(SCC(=O)N2CCOCC2)c2ccccc21	-4	2%	-1	-8%	2	1.4	-4%	-8%	-4%
CCc1cc(=O)oc2c(C)c(OC(C)C(=O)N3CC[C@@]4(O)CCCC[C@H]4C3)ccc12 (some centres undefined)	-7	5%	4	-15%	15	0.5	7%	8%	5%
CC(C)(C)n1ncc2c(=O)n(Cc3ccc(Cl)c(Cl)c3)cnc21	6	-29%	1	-9%	6	-1.4	1%	5%	7%
Cc1ccc2c(c1)C(SCC(=O)NCCc1ccccc1)CC1(CCCC1)O2 (centres undefined)	7	-7%	15	?	2	-3.8	-2%	-19%	2%
Cc1ccc(C(=O)NCC(=O)N2CCC(Cc3ccccc3)CC2)cc1	6	-2%	6	?	2	-3.6	11%	?	-2%
O=c1cc(-c2ccccc2F)oc2ccccc12	?	-8%	-3	-12%	-7	-0.6	?	-8%	-15%
NC(=O)c1ccc(N2CCN(c3ccc(O)cc3)CC2)c([N+](=O)[O-])c1	6	-9%[57.1 µM]	-55*	-5%	1	-3.0	9%	-23%	-24%
O=C1c2ccccc2NC(c2ccccc2O)N1NS(=O)(=O)c1ccccc1 (centres undefined)	4	-9%	-6	-2%	20	-0.3	8%	-16%	-8%
CCOc1ccccc1N(CC(=O)NCC1CCCO1)C(=O)CCC(=O)Nc1ccccn1 (centres undefined)	14	-21%	-12	-11%	-3	-1.0	-5%	0%	19%
CCOc1ccc(C(=O)NC(=S)Nc2cccc(NC(=O)c3ccco3)c2)cc1[N+](=O)[O-]	-69*	-23%	-7	1%	-8	-0.3	-3%	-32%	-24%

Compound profiles (already shown). Order of values: DRD3 antagonist | WRN helicase inh | PI5P4Ka inh | PLK1 PBD block | DRD3 agonist | IL2 activator | GLP1R ag | GLP1R inv ag | GLP1R cytotox
`CN1C(=O)C2(SCC(=O)N2c2ccc(F)cc2)c2ccccc21` (centres undefined) across the screens: / | / | / | / | 1 | / | 2% | -14% | 7%
`CC(=O)Nc1ccc(NC(=O)CCCN2C(=O)c3ccccc3C2=O)cc1` across the screens: 8 | -2% | 1 | 2% | 2 | 0.4 | -11% | 2%[0.307 µM] | 15%[0.307 µM]
`O=C1c2ccccc2NC(c2ccccc2O)N1NS(=O)(=O)c1ccccc1` (centres undefined) across the screens: 4 | -9% | -6 | -2% | 20 | -0.3 | 8% | -16% | -8%

New compounds follow:
SMILES	DRD3 antagonist	WRN helicase inh	PI5P4Ka inh	PLK1 PBD block	DRD3 agonist	IL2 activator	GLP1R ag	GLP1R inv ag	GLP1R cytotox
CC(C)(C)OC(=O)N1CCC(NC(=O)c2[nH]c(C(F)(F)F)nc2-c2ccccc2)CC1	12	-6%	-3	4%	0	1.1	-6%	10%	1%
NC(=O)Cn1cnc2nc3n(c2c1=O)CCC3	9	6%	-7	1%	5	-0.6	0%	12%	11%
Cc1nn(Cc2ccccc2)c(C)c1C(=O)N1CCN(S(=O)(=O)/C=C/c2ccccc2)CC1	-4	-2%	1	-3%	2	1.0	11%	?	-1%
CCOCc1cn(CC(=O)c2ccc(Cl)cc2)c(C)nc1=N	?	-1%	0	-9%	-7	-0.4	13%	-3%	12%
COc1ccccc1/C=C/C(=O)NC(=S)NCC1CCCO1 (centres undefined)	-12	-1%	-14	-15%	-15	-4.4	7%	-8%	?
CC(C)N1CC23C=CC(O2)C(C(=O)OCc2ccccc2)C3C1=O (centres undefined)	?	5%	1	-13%	-10	-2.7	-1%	9%	3%
COc1ccc(C2OC(=O)CC2C(=O)NCc2ccc(Cl)cc2)cc1OC (centres undefined)	-3	-13%	0	-4%	11	-1.2	1%	15%	4%
Cc1c(Cl)cccc1-n1c(SCC(=O)N(C)Cc2ccccc2)nnc1-c1ccncc1	-25	-1%	-4	-1%	2	0.1	-1%	-32%	-17%

Source: PubChem (National Center for Advancing Translational Sciences (NCATS))
